C diff growth: C. difficile growth inhibitors, primary screen, HTS | Clostridium difficile clinical isolate growth, OD600, 24 h; hits give low values | growth activity, negative = inhibition, % at 16 µg/mL (by protocol) | actives 0.25% (n = 86,000) | AID 1259249, 2017;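 active = mean growth activity at or below -80% and every replicate also at or below -80%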;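 note: 0% = DMSO wells and -100% = levofloxacin 16 µg/mL wells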
Tcruzi prolif: T. cruzi intracellular proliferation inhibitors, primary screen, cell-based, beta-gal Tulahuen parasites, NIH3T3 host, luminescence; T. cruzi beta-gal in NIH3T3, GalScreen luminescence, 90 h; inhibition, % at 8.34 µM; actives 5.9% (n = 77,000);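 active = mean inhibition above about 93%, with at least 55% of replicates each passing it, limit read from the data, passing the limit was not always enough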
Pf Dd2 growth: P. falciparum Dd2 growth inhibitors, primary screen, SYBR Green fluorescence, single dose replicates; 72 h; hits give low values; activity change, % at 10 µM; actives 2.3% (n = 94,000); in the data active = activity change below about -80%
GASC1 inh: inhibitors of GASC-1 (KDM4C) histone demethylase, primary screen, biochemical, single concentration HTS. Lysine-specific demethylase 4C (Homo sapiens), Q9H3R0. GST-KDM4C 2-372, H3K9me3 peptide, LANCE TR-FRET. actives 0.15% (n = 96,000). inhibition, % at 12.5 µM;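 active = mean replicate inhibition above about 25%, with at least 55% of replicates also reaching it, limit read from the data, passing the limit was not always enough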
Target sequence (Q9H3R0 2-372 limits assumed): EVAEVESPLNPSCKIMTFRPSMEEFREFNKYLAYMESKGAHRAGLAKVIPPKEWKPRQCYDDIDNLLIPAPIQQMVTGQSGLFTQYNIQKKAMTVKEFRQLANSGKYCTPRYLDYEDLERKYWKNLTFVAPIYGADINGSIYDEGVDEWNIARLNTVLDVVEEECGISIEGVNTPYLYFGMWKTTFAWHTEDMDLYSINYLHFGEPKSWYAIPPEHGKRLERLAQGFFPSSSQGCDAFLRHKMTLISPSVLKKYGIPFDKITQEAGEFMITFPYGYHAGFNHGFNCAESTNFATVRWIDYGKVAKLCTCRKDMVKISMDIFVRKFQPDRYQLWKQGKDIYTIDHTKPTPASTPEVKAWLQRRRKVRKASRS
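System: N-terminal GST-fused human GASC-1 (KDM4C) fragment, residues 2-372; amount: enzyme final amount 10 nM; incubation: reaction 30 min RT, detection step 1 h RT; medium: HEPES buffer, pH 7.5, plus ascorbate; technique: LANCE TR-FRET, Eu antibody, ULight-streptavidin, EDTA, ex 340 nm, em 618/671 nm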
Starred values were filed as active, the others as inactive; . = not tested or not shown.

SMILES | C diff growth | Tcruzi prolif | Pf Dd2 growth | GASC1 inh
C[C@@H]1CN([C@@H](C)CO)C(=O)c2cccc(NC(=O)CCCCCC(=O)Nc3ccccc3N)c2O[C@H]1CN(C)S(=O)(=O)c1ccc(Cl)cc1 | -4 | 95* | -73 | 0.3
CO[C@@H]1CN(C)C(=O)c2cc(NC(=O)Nc3ccccc3)ccc2OC[C@@H](C)N(C(=O)CN(C)C)C[C@@H]1C | -1 | 5 | 15 | 0.5
CN(C)C(=O)c1cccc(-c2ccc([C@H]3[C@@H](CO)N(C(=O)C4CCC4)[C@H]3C#N)cc2)c1 | -5 | 104* | -52 | -0.7
C[C@@H]1CCCCO[C@H](CN(C)Cc2ccncc2)[C@H](C)CN([C@H](C)CO)C(=O)c2cc(NS(=O)(=O)c3cn(C)cn3)ccc2O1 | -3 | 20 | -3 | 0.9
C[C@@H]1CCCCO[C@@H](CN(C)C(=O)Nc2cccc3ccccc23)[C@H](C)CN([C@H](C)CO)C(=O)c2cc(NC(=O)Nc3ccccc3)ccc2O1 | 3 | 85 | -47 | -0.9
CO[C@@H]1CN(C)C(=O)c2ccc(NS(C)(=O)=O)cc2OC[C@H](C)N(Cc2ccccn2)C[C@H]1C | -3 | . | 17 | -0.5
Cc1noc(C)c1NC(=O)N(C)C[C@@H]1Oc2ccc(NC(=O)C3CCCCC3)cc2C(=O)N([C@H](C)CO)C[C@@H]1C | -1 | 12 | 32 | 5.5
CC(C)c1cn(CC[C@@H]2CC[C@@H](NC(=O)C3CCCCC3)[C@@H](CO)O2)nn1 | 0 | . | . | 1.7
COc1ccc(S(=O)(=O)N(C)C[C@@H]2Oc3ccc(NS(=O)(=O)c4cn(C)cn4)cc3C(=O)N([C@H](C)CO)C[C@H]2C)cc1 | -1 | 36 | 2 | 0.5
C[C@H](CO)N1C[C@H](C)[C@@H](CN(C)Cc2ccc3c(c2)OCO3)Oc2ccc(NC(=O)c3ccncc3)cc2CC1=O | 4 | 80 | -2 | -1.3
CO[C@@H]1CN(C)C(=O)c2ccc(NS(C)(=O)=O)cc2OC[C@H](C)N(C(=O)C2CCCCC2)C[C@@H]1C | -1 | 18 | -2 | 1.1
COc1ccc(NC(=O)N(C)C[C@H]2Oc3ccc(NS(C)(=O)=O)cc3CC(=O)N([C@@H](C)CO)C[C@H]2C)cc1 | 0 | 3 | 5 | 15
C[C@@H]1CN([C@H](C)CO)C(=O)c2cc(NC(=O)Nc3ccccc3)ccc2O[C@@H](C)CCCCO[C@H]1CN(C)Cc1ccncc1 | 1 | 37 | -18 | 0.3
CNC[C@@H]1OCc2cn(nn2)CCCC(=O)N([C@@H](C)CO)C[C@@H]1C | 2 | 4 | -12 | -1.8
C[C@@H]1CN([C@H](C)CO)C(=O)c2ccccc2-c2ccccc2CO[C@@H]1CN(C)S(=O)(=O)c1ccccc1F | -2 | 27 | 44 | -0.1
CCS(=O)(=O)N1C[C@@H](C)[C@H](OC)CN(C)C(=O)c2cc(NS(=O)(=O)c3ccccc3C)ccc2OC[C@H]1C | 1 | . | -4 | 0.6
C[C@@H]1CN([C@@H](C)CO)C(=O)c2cc(-c3ccc(C#N)cc3)cnc2O[C@H]1CN(C)C(=O)c1ccccc1 | -5 | 37 | 11 | -0.9
O=C(C1CCCC1)N1CC(=O)N2[C@H](CO)[C@H](c3ccc(C#CC4CCCC4)cc3)[C@H]2C1 | 3 | . | -19 | 1.8
C[C@@H]1CN([C@H](C)CO)S(=O)(=O)c2ccc(Br)cc2O[C@H]1CN(C)Cc1cccnc1 | 3 | . | -21 | 1.4
C[C@H]1CN([C@@H](C)CO)C(=O)CCCn2nncc2CO[C@@H]1CN(C)S(=O)(=O)c1ccc(-n2cccn2)cc1 | . | -18 | -10 | 1.0
COc1ccc(NC(=O)N(C)C[C@@H]2Oc3ccc(NC(=O)CCCN(C)C)cc3CC(=O)N([C@H](C)CO)C[C@H]2C)cc1 | 1 | 3 | -10 | 0.3
COc1ccc(C(=O)Nc2ccc3c(c2)OC[C@@H](C)N(C(C)=O)C[C@@H](C)[C@H](OC)CN(C)C3=O)cc1 | -4 | 21 | 6 | 0.6
C[C@@H]1CCCCO[C@H](CN(C)C(=O)Nc2ccccc2)[C@H](C)CN([C@@H](C)CO)C(=O)c2cc(NC(=O)c3ccccc3)ccc2O1 | . | 79 | -71 | -0.7
C[C@@H]1CN([C@@H](C)CO)C(=O)c2cccc(NC(=O)Nc3ccccc3)c2O[C@H]1CN(C)Cc1ccc2c(c1)OCO2 | 12 | . | -56 | 1.0
O=C(c1ccccc1)N1CC2(C1)[C@H](c1ccccc1)[C@H](CO)N2Cc1ccccn1 | -6 | . | -24 | 0.5
(next part)
SMILES | C diff growth | Tcruzi prolif | Pf Dd2 growth | GASC1 inh
CCCC#Cc1cnc2c(c1)C(=O)N([C@@H](C)CO)C[C@@H](C)[C@H](CN(C)C(=O)c1cnccn1)O2 | 0 | -6 | 2 | 0.1
CCCNC(=O)Nc1ccc2c(c1)C(=O)N(C)C[C@@H](OC)[C@H](C)CN(C(=O)C1CCOCC1)[C@@H](C)CO2 | . | -59 | -87* | -1.2
Cc1ccc(S(=O)(=O)N2C[C@@H](O)COC[C@@H]3O[C@@H](CC(=O)NCc4ccc(Cl)c(Cl)c4)CC[C@H]32)cc1 | . | 92 | -2 | 1.5
C[C@H](CO)N1C[C@H](C)[C@@H](CN(C)C(=O)Nc2ccccc2)Oc2ccc(NC(=O)C3CC3)cc2CC1=O | -3 | . | 3 | 0.0
CNC[C@@H]1Oc2cc(C#CCC(C)C)ccc2S(=O)(=O)N([C@@H](C)CO)C[C@H]1C | -1 | 35 | -62 | 0.5
Cc1ccc(S(=O)(=O)N(C)C[C@H]2OCCCC[C@@H](C)Oc3ccc(NC(=O)Cc4ccccc4)cc3C(=O)N([C@H](C)CO)C[C@@H]2C)cc1 | . | 47 | -56 | .
CN(C)C(=O)C[C@H]1CC[C@H]2[C@H](COc3ccc(NC(=O)C4CC4)cc3C(=O)N2C)O1 | -1 | 15 | 23 | 2.0
CC(=O)N1[C@@H]2c3ccc(-c4ccccc4)c(=O)n3C[C@@H]2[C@@H](CO)[C@@H]1C(=O)NCc1ccccc1F | -5 | -19 | 7 | -0.7
O=C(Nc1ccccc1F)N1CCCCN2[C@H](CO)[C@@H](c3ccc(C4=CCCC4)cc3)[C@@H]2C1 | 6 | 79 | 9 | 1.5
CO[C@@H]1CN(C)C(=O)c2ccc(NC(=O)Nc3c(C)noc3C)cc2OC[C@H](C)N(CCC(F)(F)F)C[C@H]1C | 2 | . | 23 | -2.3
C[C@@H]1CN([C@H](C)CO)C(=O)c2cccc(NC(=O)Nc3ccc(F)cc3)c2O[C@@H]1CN(C)Cc1ccc2c(c1)OCO2 | 4 | -9 | -37 | -2.3
CN(C)CCCNC(=O)C[C@H]1CC[C@H](NS(=O)(=O)c2ccc(F)cc2)[C@H](CO)O1 | 2 | -18 | 17 | 4.3
CCCNC(=O)N1CC(=O)N2[C@H](C1)[C@H](c1ccc(C#CCC3CCCC3)cc1)[C@@H]2CO | -12 | . | -9 | -0.4
C[C@@H]1CN([C@@H](C)CO)C(=O)c2cc(C#CCC3CCCC3)cnc2O[C@@H]1CN(C)C(=O)CN(C)C | 3 | . | -36 | 6.1
CO[C@@H]1CN(C)C(=O)c2ccc(NC(C)=O)cc2OC[C@@H](C)N(C(=O)c2ccncc2)C[C@H]1C | . | 22 | 7 | 0.8
CC=Cc1ccc2n(c1=O)C[C@@H]1[C@@H](CO)[C@H](C(=O)NCC)[C@H]2N1C(=O)c1ccccc1 (mixture of isomers) | -1 | -14 | 6 | -0.3
CN(C)C(=O)[C@H]1[C@H](CO)[C@H]2Cn3c(ccc(-c4ccccc4)c3=O)[C@H]2N1Cc1ccccc1 | 0 | 47 | 4 | 2.6
COc1ccc(CN(C)C[C@@H]2Oc3ccc(NS(=O)(=O)c4ccc(C)cc4)cc3CC(=O)N([C@@H](C)CO)C[C@H]2C)cc1 | -5 | . | -7 | -0.7
C[C@@H]1CN([C@H](C)CO)C(=O)Cc2cc(NC(=O)Nc3cccc4ccccc34)ccc2O[C@@H]1CN(C)Cc1ccccc1 | 1 | 86 | -5 | -0.9
COc1ccc(S(=O)(=O)N[C@@H]2C=C[C@@H](CC(=O)NCCc3ccncc3)O[C@@H]2CO)cc1 | 2 | 17 | 4 | -0.4
O=C(Nc1ccccc1F)N[C@@H]1CC[C@@H](CCNS(=O)(=O)c2ccc(F)cc2)O[C@@H]1CO | 1 | . | . | -1.7
CNC[C@H]1Oc2ccc(NC(=O)Nc3ccc(C(F)(F)F)cc3)cc2C(=O)N([C@@H](C)CO)C[C@@H]1C | 5 | 35 | 4 | -2.2
C[C@H](CO)N1C[C@H](C)[C@H](CN(C)C(=O)CCCN(C)C)OCCCC[C@H](C)Oc2ccc(NC(=O)Nc3ccccc3)cc2C1=O | 0 | 18 | -1 | 1.2
C[C@@H]1CN([C@@H](C)CO)C(=O)c2cc(NC(=O)Cc3cn(C)c4ccccc34)ccc2O[C@@H]1CN(C)Cc1ccc(C(=O)Nc2ccccc2N)cc1 | . | -25 | -69 | -0.1
C[C@@H]1CCCCO[C@@H](CN(C)C(=O)CCCN(C)C)[C@@H](C)CN([C@H](C)CO)C(=O)c2cc(NC(=O)Cc3ccccc3)ccc2O1 | -14 | 3 | 12 | 1.5
Additional structures follow:
SMILES | C diff growth | Tcruzi prolif | Pf Dd2 growth | GASC1 inh
C[C@H](CO)N1C[C@H](C)[C@H](CN(C)C(=O)Nc2ccc(F)cc2)Oc2ccc(NC(=O)C3CC3)cc2C1=O | 7 | -10 | -8 | -1.4
CCCC(=O)N1CC2(C1)CN(C(=O)Cc1ccccn1)[C@@H](CO)c1[nH]c3cc(OC)ccc3c12 | 61 | . | 4 | -0.6
CN(C)C(=O)c1cccc(-c2ccccc2[C@@H]2[C@@H](C#N)N(C(=O)C3CCCCC3)[C@@H]2CO)c1 | -2 | . | -1 | -1.6
CO[C@H]1CN(C)C(=O)c2ccc(NC(=O)C3CCCCC3)cc2OC[C@@H](C)N(C)C[C@@H]1C | -2 | -17 | 11 | 0.2
CNC[C@H]1OCCCC[C@@H](C)Oc2ccc(NC(=O)c3ccncc3)cc2C(=O)N([C@H](C)CO)C[C@H]1C | -3 | 58 | . | -1.4
C[C@@H]1CN([C@@H](C)CO)C(=O)c2cc(NC(=O)Cc3ccccc3)ccc2O[C@@H](C)CCCCO[C@@H]1CN(C)Cc1ccc(C(F)(F)F)cc1 | 16 | 14 | -78 | -1.3
C[C@@H]1CN([C@@H](C)CO)C(=O)c2cc(NS(C)(=O)=O)ccc2O[C@H]1CN(C)S(=O)(=O)c1ccc(Cl)cc1 | -5 | 3 | -17 | -1.0
Cc1ccc(-c2ccc3c(c2)O[C@H](CN(C)Cc2ccncc2)[C@@H](C)CN([C@@H](C)CO)S3(=O)=O)cc1 | -35 | 124* | -51 | 0.0
C[C@H](CO)N1C[C@H](C)[C@@H](CN(C)S(=O)(=O)c2cccs2)Oc2ccc(NC(=O)CCN3CCOCC3)cc2CC1=O | 4 | 27 | 17 | 0.4
CC=Cc1ccc2n(c1=O)C[C@@H]1[C@@H](CO)[C@H](C(=O)NCC)[C@H]2N1S(=O)(=O)c1cn(C)cn1 (mixture of isomers) | -6 | 47 | -3 | -1.4
CC(C)C#Cc1ccc([C@@H]2[C@@H](CO)N(C(=O)C3CC3)[C@H]2C#N)cc1 | -2 | 37 | 4 | -1.2
C[C@H](CO)N1C[C@H](C)[C@H](CN(C)Cc2ccc3c(c2)OCO3)Oc2ncc(-c3cccc(F)c3)cc2C1=O | 4 | . | -61 | -0.6

Part of the list above, as tab-separated lines.
compound	C diff growth	Tcruzi prolif	Pf Dd2 growth	GASC1 inh
C[C@H](CO)N1C[C@H](C)[C@H](CN(C)C(=O)Nc2ccc(F)cc2)Oc2ccc(NC(=O)C3CC3)cc2C1=O	7	-10	-8	-1.4
CCCC(=O)N1CC2(C1)CN(C(=O)Cc1ccccn1)[C@@H](CO)c1[nH]c3cc(OC)ccc3c12	61	.	4	-0.6
CN(C)C(=O)c1cccc(-c2ccccc2[C@@H]2[C@@H](C#N)N(C(=O)C3CCCCC3)[C@@H]2CO)c1	-2	.	-1	-1.6
CO[C@H]1CN(C)C(=O)c2ccc(NC(=O)C3CCCCC3)cc2OC[C@@H](C)N(C)C[C@@H]1C	-2	-17	11	0.2
CNC[C@H]1OCCCC[C@@H](C)Oc2ccc(NC(=O)c3ccncc3)cc2C(=O)N([C@H](C)CO)C[C@H]1C	-3	58	.	-1.4
C[C@@H]1CN([C@@H](C)CO)C(=O)c2cc(NC(=O)Cc3ccccc3)ccc2O[C@@H](C)CCCCO[C@@H]1CN(C)Cc1ccc(C(F)(F)F)cc1	16	14	-78	-1.3
C[C@@H]1CN([C@@H](C)CO)C(=O)c2cc(NS(C)(=O)=O)ccc2O[C@H]1CN(C)S(=O)(=O)c1ccc(Cl)cc1	-5	3	-17	-1.0
Cc1ccc(-c2ccc3c(c2)O[C@H](CN(C)Cc2ccncc2)[C@@H](C)CN([C@@H](C)CO)S3(=O)=O)cc1	-35	124*	-51	0.0

High-throughput results (PubChem BioAssay)
